Screens from PubChem.
phage Ecoli inh – E. coli growth loss with phage present | growth absorbance | inhibition, % at 11.9 µM | actives 0.26% (n = 360,000) | AID 651602; in the data active means inhibition above about 11%
* = called active by the depositor; & = joins results of further samples. The list is partial; the hit share may differ from the screen's.

entry | canonical_smiles | phage Ecoli inh
1 | CCOC(=O)C1(C)CCN1C(=O)c1cccc(OC)c1 (stereo unspecified) | 2.2
2 | CCCCNC(=O)C1(C)CCN1C(=O)c1ccc(OC)c(F)c1 (stereo unspecified) | 1.9
3 | CCOC(=O)C1CSCCS(=O)(=O)N1Cc1cccc(F)c1 (stereo unspecified) | 0.6
4 | CC(C)NC(=O)C1(C)CSCC(=O)N1Cc1cccc(F)c1 (stereo unspecified) | 2.2
5 | Cc1ccccc1S(=O)(=O)N(C)C[C@H]1OCc2cnnn2CCCC(=O)N([C@H](C)CO)C[C@@H]1C | 2.3
6 | CCOC(=O)C1CCCN(C(=O)c2[nH]c(C(F)(F)F)nc2-c2ccccc2)C1 (stereo unspecified) | 3.7
7 | CC1(C(=O)Nc2cccc(C#N)c2)CCN1C(=O)C1(c2ccccc2)CC1 (stereo unspecified) | 5.4
8 | CCc1oc(-c2ccc(OC)cc2)c(C(=O)OCCCCCO)c1C(C)OCCO (stereo unspecified) | 2.1
9 | CCOC(=O)C1=C(C(=O)OCC)C2N(Cc3ccccc3)c3ccccc3[C@@]23C[C@@H](C(=O)OC)N(S(=O)(=O)c2ccc(C(F)(F)F)cc2)C3=N1 (stereo partly specified) | 4.3
10 | CCC(c1nnnn1C1CCCC1)N1CCN(C/C=C/c2ccccc2)CC1 (stereo unspecified) | 2.3
11 | FC(F)(F)c1ccccc1Cc1c(-c2ccco2)nc2ccc(Cl)cn12 | 0.5
12 | Cc1nc(C(F)(F)F)ccc1C(=O)N1CCC(C)(C(=O)O)C1 (stereo unspecified) | 0.5
13 | CC(C)NC(=O)C1(C)CN(S(C)(=O)=O)CC(=O)N1CCCn1ccnc1 (stereo unspecified) | 2.1
14 | COC(=O)[C@@]1(Cc2ccc(F)cc2)[C@H]2c3cc(C(=O)N(C)C)n(CCc4c[nH]c5ccc(O)cc45)c3C[C@H]2CN1C(=O)c1ccccc1 | 5.5
15 | COc1ccc(C(=O)C(OP(=O)(OC)OC)c2ccccc2OC)cc1 (stereo unspecified) | 1.6
16 | Cc1cc(N=O)no1 | 1.2
17 | CCN(CC)C(=O)c1cccc(-c2csc(C(O)c3ccc(F)c(OC)c3)n2)c1 (stereo unspecified) | 2.9
18 | COc1ccc(CNC(=O)c2cn(Cc3ccc(S(=O)(=O)N(C)C)cc3)c(=O)s2)cc1 | 1.8
19 | OC(c1ccccc1)(c1nc(-c2cc(F)cc(F)c2)cs1)C(F)(F)F (stereo unspecified) | 3.8
20 | COc1ccc(NC(=O)C2Cc3c(-c4cccc(C(N)=O)c4)ccnc3O2)cc1OC (stereo unspecified) | 0.8
21 | COc1cc2c(cc1OC)C(c1ccccc1[N+](=O)[O-])=NCC2 | 0.9
22 | CC(=O)N1c2ccccc2N=C(c2ccc(C(F)(F)F)cc2)C1C(=O)NC1CCCC1 (stereo unspecified) | 0.6
23 | Clc1cccc(Cc2c(-c3cccc(Br)c3)nc3c4ccccc4ccn23)c1 | 3.9
24 | CCC(=O)N1CCCC(C(=O)Nc2nc3ccccc3[nH]2)CC1 (stereo unspecified) | 2.7

An excerpt of these results, as labelled records:
[21] COc1cc2c(cc1OC)C(c1ccccc1[N+](=O)[O-])=NCC2
  phage Ecoli inh: 0.9
[22] CC(=O)N1c2ccccc2N=C(c2ccc(C(F)(F)F)cc2)C1C(=O)NC1CCCC1 (stereo unspecified)
  phage Ecoli inh: 0.6
[23] Clc1cccc(Cc2c(-c3cccc(Br)c3)nc3c4ccccc4ccn23)c1
  phage Ecoli inh: 3.9
[24] CCC(=O)N1CCCC(C(=O)Nc2nc3ccccc3[nH]2)CC1 (stereo unspecified)
  phage Ecoli inh: 2.7

Carrying on:
entry | canonical_smiles | phage Ecoli inh
25 | CC(=O)N1C[C@H]2CON(C)[C@H]2C[C@H]1c1ccccc1-c1ccccc1 | 3.5
26 | CC(C)CNc1ncnc2c1ncn2[C@H]1CN(Cc2cccc3ccccc23)C[C@@H](CO)O1 | -1.2
27 | CC1(C(=O)Nc2ccc3c(c2)OCCO3)CSCC(=O)N1C1CCN(Cc2ccccc2)CC1 (stereo unspecified) | -3.2
28 | C[C@H](c1ccccc1)N1C[C@@H](COCc2ccccc2)Oc2cc(N3CC[C@@H](O)C3)ccc2S1(=O)=O | 1.1
29 | NC(c1csc(Nc2cnccn2)n1)c1ccccc1Cl (stereo unspecified) | -0.3
30 | COc1ccc(NC(=O)C2(C)CCN2Cc2ccc(OC)c3ccccc23)cc1OC (stereo unspecified) | 1.9
31 | Cc1ccc(C2NC(=O)c3n[nH]c(C(C)C)c32)cc1 (stereo unspecified) | 2.1
32 | O=C(OCc1ccccc1)N1CCC2CC1c1c2cccc1N1CCOCC1 (stereo unspecified) | -1.0
33 | CCc1nc2ccc(C(=O)N3CCN(C(=O)c4ccco4)CC3)cn2c1N(CCC(C)C)CCN(C)C | -0.9
34 | CC(C)C[C@H]1CN(CCCC[C@H]2CNC(=O)C(=O)N2CCc2ccc(O)cc2)C(=O)C(=O)N1Cc1ccccc1 | -0.7
35 | COC(=O)[C@@]1(Cc2ccc(OC)cc2)[C@H]2c3cc(C(=O)N4CCCC4)n(CCc4c[nH]c5ccccc45)c3C[C@H]2CN1C(=O)c1ccccc1 | 0.0
36 | COc1ccc(N2C(c3ccsc3)=Cc3cc4c(cc3C2c2c[nH]c3ccccc23)OCO4)cc1 (stereo unspecified) | 6.1
37 | Cc1ccccc1Cn1c(C)c(C(=O)NCc2cccc(Cl)c2)sc1=O | 0.5
38 | Cn1c(=O)c2cc(NC(=O)NCCc3cccs3)ccc2n1Cc1cccc(C(F)(F)F)c1 | 5.1
39 | c1ccc(COc2ccc(-c3cc4nc(NCCOc5ccccc5)ccn4n3)cc2)cc1 | 1.6
40 | CC1(C(=O)NS(=O)(=O)c2cccc(Cl)c2)CCN1C(=O)c1cccc2ccccc12 (stereo unspecified) | 4.0
41 | CC1COc2c3ccccc3nn21 (stereo unspecified) | 1.6
42 | CCCCn1nnnc1C1(C)CCC(=O)N1Cc1ccc(OC)cc1 (stereo unspecified) | 1.3
43 | O=C(NCC1CC1)c1ccc(-c2cn[nH]c2)c2ccoc12 | 4.7
44 | CCOc1ccc(-c2noc(-c3csc([C@@H]4O[C@H](CO)[C@H](O)[C@H](O)[C@H]4O)n3)n2)cc1 | 1.3
45 | COc1ccccc1CNc1nc(-c2ccccc2CO)c2sccc2n1 | 2.9
46 | NC(COCc1ccccc1)c1csc(NC(=O)Nc2cccc(C(F)(F)F)c2)n1 (stereo unspecified) | 0.6
47 | COc1cc(C(=O)N2CCCCC2c2cc(C(=O)NCc3cccnc3)no2)cc(OC)c1C (stereo unspecified) | -0.5
48 | Cc1ccc(S(=O)(=O)N(C)c2cccc3c2S(=O)(=O)N([C@H](C)c2ccccc2)C[C@@H](COCc2ccccc2)O3)cc1 | 0.1
49 | Brc1ccc2nc(-c3ccco3)c(Cc3ccsc3)n2c1 | 2.1
50 | O=C(CC[C@H]1O[C@@H](n2ccc(=O)[nH]c2=O)[C@H](O)[C@@H]1O)N[C@@H](Cc1ccccc1)C(=O)NCC1CCCCC1 | 3.2
51 | CCCCCCN(C(=O)CCCCCN1C(=O)NC(c2ccc(-c3ccccc3)cc2)C(C(=O)OCc2ccccc2)=C1C)C(C(=O)NCCCC)C1CCCCC1 (stereo unspecified) | 1.0
52 | CC1=C(C(=O)N2CCCCCC2)CC(CC(=O)NCCc2ccccn2)C(=O)N1Cc1ccccc1 (stereo unspecified) | 1.6
53 | COc1ccc(NC(=O)C2(C)CCN2Cc2ccc(C(C)C)cc2)cc1OC (stereo unspecified) | 2.9
54 | CCOC(=O)C1=CCN(S(=O)(=O)c2ccc(Br)cc2)C1c1ccccc1 (stereo unspecified) | 0.9
55 | COc1ccc(Cc2c(-c3cccc(Cl)c3)nc3ccc(Br)cn23)c(C)c1 | 3.4
56 | COc1ccc(CC(N)c2csc(Nc3nncc4ccccc34)n2)cc1 (stereo unspecified) | 0.7
57 | COc1ccc(C(=O)C(=O)N2CCN(c3ccccc3F)CC2)cc1 | 3.3
58 | Cc1ccc2nc(-c3ccc(F)cc3)c(CC3CCCCC3)n2c1 | -2.6
59 | CNc1cncc(-c2ccc(F)c(F)c2)n1 | 1.5
60 | CC(=O)N1CCN(C(=O)OC2CC3CC2[C@H]2CCCCN2C3=O)CC1 (stereo partly specified) | 2.0
61 | COc1ccc(C2CC=C(C(C)=O)CN2S(=O)(=O)c2ccc(C)cc2)cc1 (stereo unspecified) | 2.4
62 | CCc1nc2ccc(C(=O)Nc3ccc(NC(C)=O)cc3)cn2c1N(CCC(C)C)CCN(C)C | 0.5
63 | Cc1ccc(C(=O)Nc2nc(C(N)C(C)C)cs2)cc1 (stereo unspecified) | -1.9
64 | CC(C)(C)n1nnnc1C(c1ccccc1)N1CCN(C(=O)c2ccco2)CC1 (stereo unspecified) | 0.1

Reprinted from the part before: 3 compounds; new compounds follow.
entry | canonical_smiles | phage Ecoli inh
62 | CCc1nc2ccc(C(=O)Nc3ccc(NC(C)=O)cc3)cn2c1N(CCC(C)C)CCN(C)C | 0.5
63 | Cc1ccc(C(=O)Nc2nc(C(N)C(C)C)cs2)cc1 (stereo unspecified) | -1.9
64 | CC(C)(C)n1nnnc1C(c1ccccc1)N1CCN(C(=O)c2ccco2)CC1 (stereo unspecified) | 0.1
65 | Cc1cccc(C)c1-n1nnnc1C1(C)CCC(=O)N1Cc1cccnc1 (stereo unspecified) | 2.3
66 | COc1ccc(NC(=O)c2cc(C3CCCCN3C(=O)c3cccs3)on2)c(C)c1 (stereo unspecified) | 2.5
67 | CC(=O)Nc1cc(-c2ccc(S(C)(=O)=O)cc2)cn2c(-c3ccc(F)cc3)cnc12 | 2.4
68 | COC(=O)C1=C(C)N(Cc2ccc(C(F)(F)F)cc2)C(=NCC2CC2)NC1c1ccccc1 (stereo unspecified) | 3.5
69 | CC(C)C[C@H]1CN([C@@H](Cc2ccccc2)CN2CCC[C@H]2CN2C(=O)C(=O)NC[C@@H]2Cc2ccccc2)C(=O)C(=O)N1CCc1ccccc1 | 1.4
70 | COC(=O)N1CCCCC1c1cc(C(=O)NCc2ccccc2)no1 (stereo unspecified) | -0.5
71 | CC1(C(=O)NS(=O)(=O)c2ccc(C#N)cc2)CCN1C(=O)c1ccc(C2CCCCC2)cc1 (stereo unspecified) | -1.2
72 | Cc1cc(C)nc(Nc2nc(C(N)Cc3ccc(Cl)cc3)cs2)n1 (stereo unspecified) | 4.6
73 | O=S1(=O)c2ccc(Br)cc2OC2CCCC[C@@H]2N1Cc1ccccc1 (stereo partly specified) | 1.5
74 | O=C1c2ccccc2/C(=C\c2ccc(Br)nc2)N1c1ccccc1 | 2.1
75 | COC(=O)c1cc2c(c3c4cc(OC)ccc4n(S(=O)(=O)c4ccc(OC)cc4)c13)C(=O)N(Cc1ccc(N(C)C)cc1)C2 | 4.1
76 | COc1cccc(C(c2nnnn2C2CCCC2)N2CCN(C/C=C/c3ccccc3)CC2)c1OC (stereo unspecified) | 1.1
77 | CC(C)[C@H](NS(=O)(=O)c1ccc(F)cc1F)C(=O)N1CCC[C@H]1C(=O)NCc1ccccc1 | -0.8
78 | OC[C@@H]1CN(Cc2cccs2)C[C@H](n2cnc3c(N4CCCC4)ncnc32)O1 | 3.3
79 | CCOC(=O)C1=CCN(S(=O)(=O)c2ccc(F)cc2)C1c1cccc(Cl)c1 (stereo unspecified) | 0.4
80 | COc1ccc(C(C)=O)cc1Cn1c(C)c(C(=O)NCc2ccc3c(c2)OCO3)sc1=O | 3.8
81 | COc1ccc(C2=Nc3ccccc3NC(=O)C2N(CCc2cc(OC)cc(OC)c2)C(C)=O)cc1 (stereo unspecified) | 1.2
82 | COc1cccc(CNc2nc3cc(-c4cccc(C(=O)NCCO)c4)sc3c(=O)n2C)c1 | 1.6
83 | CCCOc1ccc(F)cc1-c1cc(C(=O)NCc2cccc(C(F)(F)F)c2)[nH]n1 | 3.9
84 | Cc1ccc2nc(C3CCCCC3)c(Cc3ccsc3)n2c1 | 0.6
85 | COc1ccc(NC(=O)C2(C)CCN2Cc2ccc3ccccc3c2)cc1OC (stereo unspecified) | -0.7
86 | COC(=O)C1=C(C)N(Cc2ccccc2C(F)(F)F)C(=NCc2ccccc2C(F)(F)F)NC1c1ccc(Cl)cc1 (stereo unspecified) | 5.5
87 | CC(=O)NC(c1ccccc1)c1nc(-c2cc3ccccc3o2)cs1 (stereo unspecified) | 2.8
88 | O=C(Nc1nnc([C@@H]2C[C@H](O)[C@@H](CO)O2)s1)c1c(F)cccc1F | 3.7
89 | CN(C)C(=O)N1CCN(C(=O)[C@H](CCc2ccccc2)NC(=O)[C@H]2O[C@@H](n3cnc4c(N)ncnc43)[C@H](O)[C@@H]2O)CC1 | 2.0
90 | CCOC(=O)C1=CCC(c2ccccc2C(F)(F)F)N(S(=O)(=O)c2ccc(C)cc2)C1 (stereo unspecified) | 3.4
91 | CCCCC[C@@H](C)N1C[C@@H](COCc2ccccc2)Oc2cc(N3CCC[C@H]3CO)ccc2S1(=O)=O | 1.3
92 | CC(=O)Nc1cc(-c2cccc(C(=O)N(C)C)c2)cn2c(-c3ccc(F)c(Cl)c3)cnc12 | -1.2
93 | Cc1cc(C)n2c(NCc3ccccc3)c(CCc3ccccc3)nc2n1 | 2.3
94 | Cc1cc(-c2cc(NC=O)c3ncc(-c4cccc(C(=O)NCCN(C)C)c4)n3c2)cc(C)c1O | 0.7
95 | O=C(Nc1ccc(F)c(Cl)c1)C1Cc2c(-c3ccc(Cl)cc3)ccnc2O1 (stereo unspecified) | 2.6
96 | CC(=O)Nc1cccc(NC(=O)c2cccc(Cl)c2)c1 | 2.9
97 | COC(=O)[C@]1(Cc2ccccc2)NC=C(C(=O)c2ccccc2)[C@@H]1c1cccc(OC)c1 | 0.1
98 | CC1(C(=O)Nc2ccc3c(c2)OCCO3)CN(S(C)(=O)=O)CC(=O)N1Cc1cccc(F)c1 (stereo unspecified) | 3.0
99 | CSc1ccccc1NC(=O)C1(C)CCN1C(=O)CCC1CCCC1 (stereo unspecified) | 5.1
100 | CCOC(=O)C1=CCN(S(=O)(=O)c2ccccc2)C1c1ccccc1 (stereo unspecified) | 1.2
101 | COC(=O)C1(C(=O)OC)C[C@H](c2ccc(OC)cc2)N(Cc2ccccc2OC)[C@@H]1c1cccs1 | 0.4&3.6
102 | O=C1[C@H](c2ccccc2)[C@@H](c2ccncc2)N1c1ccncc1 | 4.3
103 | CCOC(=O)[C@]12CCCC=C1N(Cc1ccccc1)C(=O)[C@H](CC(=O)NCc1cccc(C(F)(F)F)c1)C2 | 4.4
